Compound activity from PubChem.
MC4R antagonist – human MC4R antagonism in cAMP assay | P32245 | MC4R-expressing cells, MTII-stimulated cAMP, LANCE TR-FRET | inhibition, % at 6.5 µM | 360,000 tested, 0.48% active;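 active = inhibition above its plate's cutoff, the mean of tested wells on that plate plus 3 SD, cut at about 29% in these data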;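 note: 0% = Melanotan II alone and 100% = Melanotan II plus saturating MCL0020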
Target sequence (P32245 whole entry, looked up): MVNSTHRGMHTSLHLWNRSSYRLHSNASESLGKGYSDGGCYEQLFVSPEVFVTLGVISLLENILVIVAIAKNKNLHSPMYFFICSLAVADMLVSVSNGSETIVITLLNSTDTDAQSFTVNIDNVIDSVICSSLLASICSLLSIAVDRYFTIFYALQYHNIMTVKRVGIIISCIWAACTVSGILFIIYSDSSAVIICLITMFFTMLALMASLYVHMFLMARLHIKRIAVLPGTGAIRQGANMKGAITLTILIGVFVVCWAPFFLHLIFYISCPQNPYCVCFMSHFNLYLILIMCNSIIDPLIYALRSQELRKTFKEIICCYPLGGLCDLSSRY
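system = U2OS cells with stable human MC4R expression | also added = Melanotan II challenge after compound preincubation | dosing = one concentration, 6.5 µM nominal | incubation = compound 30 min, challenge 1 h, detection 1 h | measured by = TR-FRET with Eu-cAMP and labeled anti-cAMP, 671 nm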
PDI inh – blocks human protein disulfide isomerase activity; P07237; PDI insulin aggregation turbidity, A650, 90 min; inhibition, % at 10 µM; 350,000 tested, 0.052% active; AID 588391;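 active = mean inhibition across replicates of 30% or more, whatever share of single replicates reach that level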;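 note: absorbance from insulin aggregation driven by PDI reduction with DTT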
Target sequence (P07237 whole entry, looked up): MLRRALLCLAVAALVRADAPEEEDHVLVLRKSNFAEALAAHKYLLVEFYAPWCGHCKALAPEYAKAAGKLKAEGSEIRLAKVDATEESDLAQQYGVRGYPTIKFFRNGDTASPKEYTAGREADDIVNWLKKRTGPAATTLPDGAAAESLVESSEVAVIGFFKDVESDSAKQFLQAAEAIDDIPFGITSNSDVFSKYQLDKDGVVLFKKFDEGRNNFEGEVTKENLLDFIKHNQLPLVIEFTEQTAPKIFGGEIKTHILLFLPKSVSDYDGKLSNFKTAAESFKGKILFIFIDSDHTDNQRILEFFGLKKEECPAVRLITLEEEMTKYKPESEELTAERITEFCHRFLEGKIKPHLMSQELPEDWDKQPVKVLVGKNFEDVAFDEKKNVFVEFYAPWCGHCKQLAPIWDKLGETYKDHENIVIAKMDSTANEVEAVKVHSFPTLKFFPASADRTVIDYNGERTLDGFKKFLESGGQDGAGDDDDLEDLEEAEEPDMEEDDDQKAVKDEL
N-glyco inh – N-linked glycosylation inhibition; reporter increase, % at 12.5 µM; D54 ERlucT glycosylation luciferase reporter, 24 h; percent of 100 nM tunicamycin response; 360,000 tested, 0.23% active; AID 588692;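 active = mean luciferase reporter signal, scaled so untreated is 0 and the glycosylation-blocking control 100, at or above a set limit in every replicate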;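 note: luciferase carries N-glycosylation sites so blocking glycosylation raises the light; 0% = median of neutral control wells and 100% = median of 100 nM tunicamycin wells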
Granule exo inh – blocks lytic granule exocytosis; 360,000 tested, 0.66% active; AID 651702; TALL-104 LAMP-1 surface exposure, flow cytometry; cells stimulated with thapsigargin and PMA; inhibition, % at 10 µM;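 active = inhibition above about 55%, limit read from the data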
ABCB6 inh 2 – blocks the human ABCB6 transporter | fluorescence ratio to DMSO, % at 10 µM | AID 602162 | Q9NP58 | K562-ABCB6 porphyrin accumulation, flow cytometry, 1 h; active compounds read low | 360,000 tested, 0.19% active;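 active = fluorescence ratio to DMSO below 75%, the collection mean minus 3 SD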;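 note: signal is porphyrin accumulated inside mitochondria; 100% equals median channel fluorescence of DMSO control wells; lower ratio means ABCB6 inhibition with less porphyrin fluorescence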
CaV13 FRET inh – Disruptors of the CACNA1D IQ motif to Ca2+-dependent inactivation inhibitor domain association, primary screening, Förster resonance energy transfer in intact living …; HEK cells, CFP/YFP FRET ICDI-IQ, plate reader, 10 min; percent FRET-ratio fall versus neutral wells; inhibition, % at 12.3 µM; 340,000 tested, 0.098% active;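 active = mean replicate inhibition of at least 30% and at least 1% of replicates passing that level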;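 note: 0% = median of the neutral control wells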
m5-HT2A agonist – mouse HTR2A agonism via beta-arrestin recruitment | AID 624169 | 360,000 tested, 0.66% active | CHO-K1 mHTR2A beta-arrestin complementation, luminescence; percent of 30 µM serotonin response | P35363 | activation, % at 7.6 µM;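 active = activation above a run cutoff, the mean activation of all tested compounds plus 3 SD, cut at about 14% in these data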;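 note: 0% = plate median of compound wells and 100% = 30 µM serotonin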
MC4R barr agon – human MC4R agonism via beta-arrestin | P32245 | U2OS MC4R beta-arrestin complementation, luminescence; percent of melanotan II response, DMSO zero | activation, % at 8.9 µM | 360,000 tested, 0.98% active | AID 540308;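 active = activation above a per-plate cutoff, the mean activation of sample wells on that plate plus 3 SD, cut at about 8% in these data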
H9c2 protect – myocardial damage modulation in H9c2 cells; H9c2 cardiomyocytes, H2O2 injury protection, ATPLite, 2 h; protection from H2O2 cell death, % at 20 µM; 360,000 tested, 0.63% active;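 active = compounds giving at least 50% protection of heart cells from peroxide-induced death in the single-dose screen, raw or plate-pattern-corrected value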;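 note: 0% = DMSO wells with peroxide and 100% = DMSO wells without peroxide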
ABHD5-PLIN5 inh – inhibitors of human ABHD5-perilipin-5 interaction | inhibition, % at 4 µM | Split G. princeps luciferase complementation, luminescence, 4 h | Q00G26+Q8WTS1 | 360,000 tested, 0.78% active | AID 602281;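 active = inhibition above the mean inhibition across every tested compound plus 3 SD, cut at about 22% in these data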;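 note: 0% = DMSO only wells and the 100% control is not disclosed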
The depositor's hits bear a star; · = not tested or not shown.

(1) O=C(CCC1CCCN(c2ncccn2)C1)NCc1ccccc1F (stereo unspecified)
(2) COc1ccc(OC)c(NC(=O)C(=O)NNC(=O)C23CC4CC(CC(C4)C2)C3)c1
(3) O=C(C1=C(O)C(=O)N(CCN2CCOCC2)C1c1cccs1)c1cc2ccccc2o1 (stereo unspecified)
(4) CC(C)c1ccc(C(=O)N2CCCN(C(=O)c3ccc(C(C)C)cc3)CC2)cc1
(5) O=S(=O)(c1ccc(-c2csc(-c3cccnc3)n2)cc1)N1CCCC1
(6) CSc1nnc(-c2cnccn2)n1C
(7) Cc1ccc(CNC(=O)CCCn2c(=O)c3ccccc3n(CC(=O)NC3CCCC3)c2=O)cc1
(8) CCOC(=O)C1=NOC(CN(c2ccccc2)S(=O)(=O)c2ccc(Cl)cc2)C1 (stereo unspecified)
compound no.	1	2	3	4	5	6	7	8
H9c2 protect	-5	14	-5	-7	2	0	6	-2
N-glyco inh	0	1	4	6	4	1	3	3
ABCB6 inh 2	100	105	104	98	87	95	91	95
CaV13 FRET inh	-5	-3	-3	-5	-6	-4	-2	-2
Granule exo inh	-1	-6	-2	-2	5	-1	1	-1
ABHD5-PLIN5 inh	0	-4	3	3	5	-1	0	-3
MC4R barr agon	-3.0	0.9	-2.3	0.1	-0.2	1.0	0.3	-3.1
MC4R antagonist	-4	4	27	-1	8	-3	-2	27
PDI inh	-24	6	-1	1	12	-10	-5	13
m5-HT2A agonist	-1	-7	-4	-3	-1	-1	-2	-1

(9) CCn1c(SCc2nnc(-c3ccccc3)o2)nnc1-c1ccc(S(=O)(=O)N2CCCC2)cc1
(10) Clc1ccc(/C=N/Nc2nnc(Cl)c3ccccc23)cc1
(11) CC1CCc2sc(C(=O)NC3CCN(Cc4ccccc4)CC3)cc2C1 (stereo unspecified)
(12) CSC(=Nc1cccc(C)c1)NC#N
(13) Cc1nnc(SCC(=O)c2ccc(Br)cc2)s1
(14) N#CC(=C=[N-])c1nc2ccccc2nc1-[n+]1cccc(NC(=O)c2cccs2)c1
(15) Cc1cccc(-c2oc3ccccc3c2-c2ccc3c(c2)OCO3)c1
(16) O=C(Cn1cnc2c(nnn2Cc2ccccc2)c1=O)NCc1ccco1
compound no.	9	10	11	12	13	14	15	16
H9c2 protect	2	-12	-4	1	-8	-24	-6	-4
N-glyco inh	-1	2	-4	1	0	8	-1	0
ABCB6 inh 2	103	108	91	99	99	123	101	96
CaV13 FRET inh	-3	-9	-6	-14	5	-4	-5	14
Granule exo inh	-2	-5	-11	8	13	0	-4	-13
ABHD5-PLIN5 inh	-1	1	-5	5	1	-1	-10	5
MC4R barr agon	-1.0	0.8	-2.0	0.4	-3.8	-2.4	-0.3	1.5
MC4R antagonist	4	-12	2	-1	8	1	6	27
PDI inh	9	-2	3	-5	5	-2	5	·
m5-HT2A agonist	-1	-3	-15	0	3	2	0	4

(17) CC(C)N1C(=O)CC(Nc2ccc(N3CCOCC3)cc2)C1=O (stereo unspecified)
(18) Cc1cc(C)nc(/N=C(\N)Nc2ccccc2-c2ccccc2)n1
(19) CNC(=O)CSc1nc2ccccc2c(=O)n1-c1cc(OC)ccc1OC
(20) O=C(CCCn1c(=S)[nH]c2ccccc2c1=O)N1CCN(c2cccc(Cl)c2)CC1
(21) CCOC(=O)C1C(=O)CC(C)(O)C(C(=O)OCC)C1c1ccco1 (stereo unspecified)
(22) COc1ccccc1-c1nnc(NC(=O)CCS(=O)(=O)c2ccccc2)o1
(23) COc1ccc(-n2c(O)c(/C=N/NS(=O)(=O)c3cc(C)ccc3C)c3ccccc3c2=O)cc1OC
(24) COc1ccc(Cl)cc1NC(=O)CCS(=O)(=O)c1ccc(C)cc1
compound no.	17	18	19	20	21	22	23	24
H9c2 protect	-1	-21	0	6	6	4	-3	-3
N-glyco inh	4	0	2	-5	1	-10	2	2
ABCB6 inh 2	98	96	96	99	93	104	304	89
CaV13 FRET inh	-4	-7	7	-5	-5	-3	-5	-19
Granule exo inh	0	0	-3	-2	2	8	-5	11
ABHD5-PLIN5 inh	-6	4	-5	-4	4	0	-2	3
MC4R barr agon	-0.4	-2.9	-1.8	-0.8	-1.0	-2.7	3.3	-1.1
MC4R antagonist	7	-15	23	3	5	6	18	7
PDI inh	11	-2	1	3	11	0	4	-7
m5-HT2A agonist	-2	-4	-5	3	2	-10	2	-6

Single values from above.
Result for compound 6 under ABHD5-PLIN5 inh: -1
Result for compound 12 under PDI inh: -5

5 entries already listed, arranged by their value in MC4R barr agon, low to high:
| No. | mol | N-glyco inh | ABCB6 inh 2 | CaV13 FRET inh | Granule exo inh | ABHD5-PLIN5 inh | MC4R barr agon | MC4R antagonist | PDI inh | m5-HT2A agonist |
| --- | --- | --- | --- | --- | --- | --- | --- | --- | --- | --- |
| 8 | CCOC(=O)C1=NOC(CN(c2ccccc2)S(=O)(=O)c2ccc(Cl)cc2)C1 (stereo unspecified) | 3 | 95 | -2 | -1 | -3 | -3.1 | 27 | 13 | -1 |
| 18 | Cc1cc(C)nc(/N=C(\N)Nc2ccccc2-c2ccccc2)n1 | 0 | 96 | -7 | 0 | 4 | -2.9 | -15 | -2 | -4 |
| 3 | O=C(C1=C(O)C(=O)N(CCN2CCOCC2)C1c1cccs1)c1cc2ccccc2o1 (stereo unspecified) | 4 | 104 | -3 | -2 | 3 | -2.3 | 27 | -1 | -4 |
| 9 | CCn1c(SCc2nnc(-c3ccccc3)o2)nnc1-c1ccc(S(=O)(=O)N2CCCC2)cc1 | -1 | 103 | -3 | -2 | -1 | -1.0 | 4 | 9 | -1 |
| 17 | CC(C)N1C(=O)CC(Nc2ccc(N3CCOCC3)cc2)C1=O (stereo unspecified) | 4 | 98 | -4 | 0 | -6 | -0.4 | 7 | 11 | -2 |

Continuation:
(25) COc1cccc(CC(=O)OCC(=O)N(C)CC(=O)Nc2ccc(F)cc2)c1
(26) Cc1ccc(C(=O)N2CCCCCC2)cc1S(=O)(=O)N1CCOCC1
(27) O=C(Nc1ccc(Br)cc1)N1CCCCCCC1
(28) CCN(c1ccc(OC)cc1)S(=O)(=O)c1nnc(NC(=O)C2CCCCC2)s1
(29) Cc1cccc(C(C)C)c1NC(=O)CN(C)Cc1cccc(F)c1
(30) O=C(Cc1ccc(S(=O)(=O)N2CCCCC2)s1)Nc1cccc2ccccc12
(31) CCN(CC)C(=O)C1=C(C)N(Cc2ccccc2)C(=O)C(CC(=O)NCc2cccs2)C1 (stereo unspecified)
(32) CSc1cccc(NC(=O)N2CCCC(CNS(=O)(=O)Cc3ccccc3)C2)c1 (stereo unspecified)
compound no.	25	26	27	28	29	30	31	32
H9c2 protect	5	4	-2	-4	3	-9	-1	18
N-glyco inh	-1	2	3	1	-1	-3	4	-2
ABCB6 inh 2	100	93	126	100	102	99	96	91
CaV13 FRET inh	-6	-2	·	-7	-3	-6	-5	-1
Granule exo inh	-2	0	-2	-5	-2	-4	3	1
ABHD5-PLIN5 inh	2	-8	-6	-6	4	-3	-3	1
MC4R barr agon	0.9	-1.4	-0.6	12*	0.2	-0.5	-2.1	-1.7
MC4R antagonist	6	8	-1	4	6	12	11	10
PDI inh	-11	-2	5	-3	4	-4	13	-4
m5-HT2A agonist	-4	0	-3	2	3	0	-3	-2

(33) O=C(/C=C/c1ccccc1)N1c2ccccc2Sc2ccc(C(F)(F)F)cc21
(34) CC(C)C(NC(=O)c1ccccc1)C(=O)NC1=NCCS1 (stereo unspecified)
(35) Cc1cc(N2C(=O)C(=O)/C(=C(/O)c3ccc(F)cc3)C2c2cccc(Br)c2)no1 (stereo unspecified)
(36) COc1ccc(C)cc1C(=O)C1CC(C(=O)O)C(C)(C)C1C (stereo unspecified)
(37) CC(C)Oc1ccc(C(=O)NC2(C(F)(F)F)N=C3SCCN3C2=O)cc1 (stereo unspecified)
(38) Cc1nc(C/C(=N\Nc2ccccc2)c2ccc(O)cc2O)cs1
(39) Cc1ccnc(SCc2cc(=O)c(OC(=O)c3ccccc3)co2)n1
(40) c1ccc(Oc2ccc(-c3cc(NCCc4cccnc4)n4nccc4n3)cc2)cc1
compound no.	33	34	35	36	37	38	39	40
H9c2 protect	-7	5	13	0	-2	-3	30	8
N-glyco inh	-2	2	2	3	0	1	1	3
ABCB6 inh 2	96	94	92	115	106	107	96	93
CaV13 FRET inh	-6	-9	-5	·	-4	2	-4	-5
Granule exo inh	45	-1	3	-1	-2	0	-3	10
ABHD5-PLIN5 inh	14	-8	-3	0	-20	-6	-8	2
MC4R barr agon	0.7	-0.4	-0.7	0.5	-0.3	1.9	-2.4	-0.4
MC4R antagonist	0	20	11	19	3	8	14	3
PDI inh	-4	0	11	4	-5	1	-3	-5
m5-HT2A agonist	-1	-2	-2	0	-1	-2	-3	3

Random excerpt: two entries already listed, in no set order.
(34) CC(C)C(NC(=O)c1ccccc1)C(=O)NC1=NCCS1 (stereo unspecified)
(33) O=C(/C=C/c1ccccc1)N1c2ccccc2Sc2ccc(C(F)(F)F)cc21
compound no.	34	33
H9c2 protect	5	-7
N-glyco inh	2	-2
ABCB6 inh 2	94	96
CaV13 FRET inh	-9	-6
Granule exo inh	-1	45
ABHD5-PLIN5 inh	-8	14
MC4R barr agon	-0.4	0.7
MC4R antagonist	20	0
PDI inh	0	-4
m5-HT2A agonist	-2	-1

Next section
(41) Cc1nn(Cc2noc(C(=O)NCc3ccc4c(c3)OCO4)n2)c(C)c1Br
(42) O=C(CS(=O)(=O)c1cn(CC(=O)N2CCCC2)c2ccccc12)Nc1ccccc1F
(43) CCOc1ccc(NC(=O)C2CC(=O)N(c3ccccc3F)C2)cc1 (stereo unspecified)
(44) C=CCSc1nc2sc3c(c2c(=O)[nH]1)CC(C)(C)OC3
(45) CCc1nnc(NC(=O)CSc2nnc(Cc3cccn3C)n2C)s1
(46) CCCCn1c(SCC(N)=O)nc2ccc(N3CCOCC3)cc2c1=O
(47) CC1CCCCC1NC(=O)/C=C/c1nc2ccccc2s1 (stereo unspecified)
(48) Cc1ccc(-c2cc(C(=O)O)c3cc(Br)ccc3n2)o1
compound no.	41	42	43	44	45	46	47	48
H9c2 protect	-3	-1	1	4	9	1	-6	2
N-glyco inh	0	4	2	3	1	3	-2	0
ABCB6 inh 2	101	100	94	96	94	96	99	126
CaV13 FRET inh	-2	-6	-4	-4	-3	-6	-4	-15
Granule exo inh	23	4	-8	-7	-1	-2	-1	4
ABHD5-PLIN5 inh	5	-5	5	14	6	0	-3	27*
MC4R barr agon	-1.2	-3.7	-1.6	0.1	0.2	0.4	-2.1	-1.5
MC4R antagonist	13	3	0	6	12	12	27	15
PDI inh	-2	1	-15	0	·	-3	-5	-6
m5-HT2A agonist	5	0	-7	-3	2	-1	-1	-1
